HCMV inh: blocks human cytomegalovirus replication. actives 4.5% (n = 410,000). HFF cells, HCMV-luciferase reporter, 72 h; stronger effect = lower value. activity change, negative = inhibition, % at 57.5 µM; in the data active = activity change below about -60%; inconclusive = no clear call, values can overlap the other calls; inactive = above about -39%
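After 16 h attachment at 37C, HFF cells received test compound and HCMV-luciferase (1 PFU/cell); reporter luminescence read 72 h later, data normalized against buffer-only and known inhibitor Salinomycin.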
Sm TGR inh: blocks Schistosoma mansoni thioredoxin glutathione reductase; Q962Y6; purified TGR, DTNB reduction, TNB absorbance 405 nm; Potency, µM (highest dose often 114 µM), for inactives: top-dose activity change, negative = inhibition, most hits filed as inhibitors; actives 3% (n = 360,000); also: potency is read from the fitted curve at half-maximal effect; nearly all actives have a fitted effect of over 60% in size
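TGR 20 nM + NADPH 100 uM (dispensed conc.), cpd preinc 15 min RT; start with NADPH (500 uM addition) then DTNB (15 mM addition). Kinetic TNB absorbance, 405 nm filter. Four-parameter Hill fit across titration.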
AMA1-RON2 inh: disrupts binding of P. falciparum AMA1 to RON2. AlphaScreen AMA1-biotinylated RON2 peptide binding. Potency, µM (titrated, usually from 58.2 µM), for inactives: at the highest dose activity change, negative = inhibition, usual class: inhibitors. actives 0.2% (n = 360,000);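 also: potency is read from the fitted curve at half-maximal effect; 0% = vehicle wells and -100% = peptide control; nearly all actives have a fitted effect of over 45% in size; some results filed as inactive show a strong effect at the top dose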
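AMA1 (3D7) with his tag at 25 nM final met compounds first, then biotinylated RON2 peptide at 25 nM; detection used donor plus acceptor beads, 10 µg/mL apiece, read by AlphaScreen after 30 min at room temperature.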
HCV inhibitor: blocks hepatitis C virus | Huh7.5.1 HCVcc-Cre infection, luciferase reporter, 44 h | Potency, µM (series often up to 41.8 µM), for inactives: at the top dose activity change, negative = inhibition, usual class: inhibitors | actives 3.4% (n = 340,000); also: potency is read from the fitted curve at half-maximal effect
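Compounds are dispensed onto cells plated 4 h earlier at 1,000 per well, with HCVcc-Cre virus (about 0.5 moi) added next. Following 44 h of culture, luminescent signal is measured for 15 sec after 15 min with substrate at room temperature.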
FBPA Giardia inh: Giardia lamblia aldolase inhibition. A8B2U2. purified Giardia FBPA. Potency, µM (series often up to 59.6 µM), without a hit: at the highest dose activity, negative = inhibition, hits mostly inhibitors. actives 0.71% (n = 290,000). AID 2451; also: potency is read from the fitted curve at half-maximal effect; nearly all actives have a fitted effect of over 55% in size
Target sequence (A8B2U2 whole entry, looked up): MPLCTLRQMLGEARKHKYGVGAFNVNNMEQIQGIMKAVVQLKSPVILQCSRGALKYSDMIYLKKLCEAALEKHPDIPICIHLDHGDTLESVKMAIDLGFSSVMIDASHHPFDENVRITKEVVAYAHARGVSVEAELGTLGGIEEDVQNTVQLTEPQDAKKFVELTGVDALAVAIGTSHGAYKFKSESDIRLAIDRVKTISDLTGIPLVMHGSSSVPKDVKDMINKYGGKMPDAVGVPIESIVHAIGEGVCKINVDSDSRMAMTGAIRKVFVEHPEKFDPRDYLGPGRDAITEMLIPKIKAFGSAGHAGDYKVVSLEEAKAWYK
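40 nM FBPA preincubated 10 min at RT with compound (up to 57.5 uM final), then substrate plus GAPDH/TPI/NAD/arsenate coupling and diaphorase/resazurin added. Fluorescence read after 20 min at RT, 525/598 nm.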
AmpC inh detg: AmpC beta-lactamase inhibition with detergent present; actives 0.041% (n = 370,000); AID 485294; Potency, µM (doses to about 114 µM), for the others: at the top dose activity change, negative = inhibition, actives largely listed as inhibitors; AmpC hydrolysis of nitrocefin, absorbance 480 nm, 0.01% Triton;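 also: potency is read from the fitted curve at half-maximal effect; 0% = no-compound wells and -100% = no-enzyme wells; nearly all actives have a fitted effect of over 25% in size; some results filed as inactive show a strong effect at the top dose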
Target sequence (P00811 whole entry, looked up): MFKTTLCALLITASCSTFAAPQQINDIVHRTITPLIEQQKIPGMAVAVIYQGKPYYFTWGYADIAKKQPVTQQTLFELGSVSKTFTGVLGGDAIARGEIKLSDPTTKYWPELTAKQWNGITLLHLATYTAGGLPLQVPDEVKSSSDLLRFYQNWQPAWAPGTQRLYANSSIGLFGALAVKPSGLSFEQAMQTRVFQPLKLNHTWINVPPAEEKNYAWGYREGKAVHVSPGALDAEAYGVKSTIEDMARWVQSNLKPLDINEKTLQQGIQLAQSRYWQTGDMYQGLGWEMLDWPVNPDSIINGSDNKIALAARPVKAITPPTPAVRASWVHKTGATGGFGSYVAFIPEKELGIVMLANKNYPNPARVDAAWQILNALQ
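AmpC (5.3 nM in the dispensed reagent) in 20 mM phosphate pH 7.0 with 0.01% (detergent screen) or 0.0001% Triton X-100 was preincubated with compounds for 15 min at room temperature. Nitrocefin was then added from an 800 uM solution, and hydrolysis was followed at 480 nm.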
Numbers without * were called inactive; ? = inconclusive; / = no result given; & = joins results of further samples; [ ] = remark or other dose. Unless noted, calls follow the shape of the dose curve; as a rule, active = well fitted curve in the direction sought with a large enough effect; inconclusive = small, poorly fitted or top-dose-only effect, or another doubt; inactive = no such curve, though single readings can be large; an effect the other way counts as inactive or inconclusive. Unless noted, % is scaled to controls: 0 for no effect and ±100 for the full control effect. Not a hit list; about 9.3% have a hit in one of these screens.

Compound,HCMV inh,Sm TGR inh,AMA1-RON2 inh,HCV inhibitor,FBPA Giardia inh,AmpC inh detg
CN(CC(=O)Nc1ccc(Cl)cc1)C(=O)Cc1c(F)cccc1Cl,68,9%,-3%,-26%,/,5%
Cc1nnc(SCC(=O)N(C)c2ccccc2)n1Cc1ccccc1,?,-2%,5%,-3%,2%,1%
O=C(NCc1ccccc1)C(c1cccnc1)N(Cc1ccco1)C(=O)c1ccccn1 (stereo unspecified),-10,-32%,21%,7%,-8%,?
Cc1ccc(S(=O)(=O)Cc2ccc(C(=O)N3CCN(c4cccc(C)c4C)CC3)o2)cc1,-35&-33,?,1%,?,4%,-7%&8%
CCn1cc(C(=O)NCCc2ccc(OC)c(OC)c2)c(=O)c2cc(S(=O)(=O)N3CCc4ccccc4C3)ccc21,-26,1%,/,/,/,-1%
COc1ccc(CN2CCN(c3nc4ccccc4s3)CC2)cc1,9,5%,-7%,-15%,0%,-4%
Cc1cc(=O)oc2cc(OCC(=O)N3C[C@H]4C[C@@H](C3)c3cccc(=O)n3C4)ccc12,28,17%,-13%,-2%,1%,-10%
O=C(NCc1cccnc1)C1CCN(S(=O)(=O)c2cc(Cl)ccc2Cl)CC1,-39,-5%,13%,-9%,2%,-3%
O=C(COc1ccc2ccccc2c1)Nc1ccc(Cc2ccncc2)cc1,-37,-33%,-17%,?,0%,-1%
Cc1ccc(NC(=O)CN2C(=O)CC(c3ccco3)Sc3ccccc32)cc1Cl (stereo unspecified),-30,-7%,/,/,/,18%
CCc1nn(CC(=O)NC(C)CCc2ccccc2)c(=O)c2cc3c(OC)cccc3n12 (stereo unspecified),-1,7%,/,/,/,1%
COC(=O)c1ccccc1NC(=O)CSc1ncn[nH]1,-25,-3%,-1%,10%,-3%,-4%
Cc1[nH]c2ccccc2c1Cc1n[nH]c(=S)n1C,-14,-9%,-26%,21%,-11%,-3%
COc1ccc(CCNC2CC(=O)N(CCc3ccccc3)C2=O)cc1OC (stereo unspecified),9,0%,18%,5%,8%,?
CCOC(=O)c1[nH]c(C)c(CCC(=O)NCc2ccc(OC(C)C)cc2)c1C,2,0%,/,/,/,3%

Next part; the last 5 above are carried over.
Compound,HCMV inh,Sm TGR inh,AMA1-RON2 inh,HCV inhibitor,FBPA Giardia inh,AmpC inh detg
CCc1nn(CC(=O)NC(C)CCc2ccccc2)c(=O)c2cc3c(OC)cccc3n12 (stereo unspecified),-1,7%,/,/,/,1%
COC(=O)c1ccccc1NC(=O)CSc1ncn[nH]1,-25,-3%,-1%,10%,-3%,-4%
Cc1[nH]c2ccccc2c1Cc1n[nH]c(=S)n1C,-14,-9%,-26%,21%,-11%,-3%
COc1ccc(CCNC2CC(=O)N(CCc3ccccc3)C2=O)cc1OC (stereo unspecified),9,0%,18%,5%,8%,?
CCOC(=O)c1[nH]c(C)c(CCC(=O)NCc2ccc(OC(C)C)cc2)c1C,2,0%,/,/,/,3%
CC(C1CC1)N(Cc1ccccc1)C(=S)Nc1cccc(C(F)(F)F)c1 (stereo unspecified),-28,-2%,-11%,-6%,-7%,-3%
O=C(Cc1cccs1)NCCN1CCOCC1,-7,-8%,-3%,31%[activator],6%,?
Cc1scc(C(=O)NNC(=O)CCC(=O)O)c1C,/,-2%,2%,5%,3%,-6%
COc1ccc(-c2ccc3c(c2)C2CC3CCN2C(=O)OCc2ccccc2)cc1 (stereo unspecified),-20,/,8%,-20%[8.37 µM],/,/
CC(C)NC(=O)N1c2ccccc2Sc2ccccc21,?,5%,9%,-9%,4%,1%
CC1=NOC(=O)/C1=C/c1ccc(O)c(Br)c1,22,0%,0%,24%,-19%,1%
COc1cccc(CNC(C)C(=O)Nc2ccc(S(=O)(=O)N3CCCC3)cc2)c1 (stereo unspecified),34,/,-1%,-22%,/,/
CCOc1ccccc1CSc1nc2ccccc2[nH]1,?,-1%,-1%,2%,1%,-1%
COc1ccc(C(=O)COC(=O)c2cc(C)no2)c(OC)c1,0,-10%,8%,2%,/,-1%
Cc1cccc(Cn2c(N3CCN(C)CC3)nc3c2c(=O)[nH]c(=O)n3C)c1,12,2%,11%,29%,2%,-3%
c1ccc2nc(-c3nccs3)ccc2c1,-13,1%,20%,13%,-5%,-5%
Cc1ccc2oc(=O)n(CCCOc3ccccc3)c2c1,14,-19%,13%,-1%,-4%,-8%
COc1cc(C(=O)Nc2nnc(SCC(=O)NCC3CCCO3)s2)cc(OC)c1OC (stereo unspecified),-2,-9%,7%,3%,/,1%
CN1C(=O)SC(Nc2ccccc2C(=O)O)C1=O (stereo unspecified),-29,0%,19%,6%,-12%,3%
OCC1(Cc2ccccc2C(F)(F)F)CCN(Cc2ccncc2)CC1,71,2%,-4%,-19%,4%,-1%
COc1cc(CN2CCNC(=O)C2CC(=O)NC2CCCC2)cc(OC)c1 (stereo unspecified),16,0%,0%,6%,1%,?
O=C(CCSc1ccc(Cl)cc1)NC1CCCCC1,1,-3%,-20%,3%,4%,8%
COC1CCC2(C)C(=CCC3C4CC(O)CC4(C)CCC32)C1 (stereo unspecified),-17,/,-6%,-12%,/,/
C/C(CC(=O)Nc1ccc(N(C)C)cc1)=N\NC(=O)C(=O)NCc1ccccc1,0,-15%,48%[activator],3%,-6%,-5%
O=C1CCCC/C1=C\Nc1ccc(S(=O)(=O)Nc2cnc3ccccc3n2)cc1,6,-26%,-6%,17%,5%,4%
COCCN(C(=O)COC(=O)CCC1CCCC1)c1c(N)n(Cc2ccccc2)c(=O)[nH]c1=O,-3,-2%,-8%,4%,/,?
COc1ccc(CSc2nnc(C)n2N)cc1,16,-14%,11%,12%,5%,?
CCOC(=O)N1CCN(S(=O)(=O)N2CCCC(C(=O)NCCc3ccc(OCC)c(OCC)c3)C2)CC1 (stereo unspecified),-11,4%,16%,?,1%,-1%
c1ccc(CSc2ncnc3c2cnn3Cc2ccccc2)cc1,-17,2%,152%[activator],2%,2%,-1%
CCOC(=O)C1CCN(C(=O)C(=O)c2cn(CC(=O)N3CCCCCC3)c3ccccc23)CC1,145,-13%,0%,-26%,/,?
CC(=O)N1CCN(Cc2nc3scc(-c4ccccc4)c3c(=O)[nH]2)CC1,12,-10%,9%,6%,-3%,-13%
Cc1cc(C)n(C(=O)CCCCCC(=O)n2nc(C)cc2C)n1,15,-7%,-5%,17%,7%,-8%
Cc1c(C(=O)NN2CCN(C)CC2)cccc1[N+](=O)[O-],63,-34%,14%,13%,-2%,-4%
COCCNC(=O)c1ccc2c(=O)n(Cc3ccco3)c(SCC(=O)NC3CCCC3)nc2c1,-14,-16%,0%,-4%,-5%,5%
Cc1ccc2cccc(OC(=O)/C=C\c3ccccc3)c2n1,8,-5%,67%[activator],13%,1%,-4%
Cc1ccc(S(N)(=O)=O)cc1NC(=O)C(c1ccccc1)c1ccccc1,-9,0%,0%,8%,20%,0%
O=C(c1cc2c(s1)CCCC2)N1CCC2(CC1)OCCO2,50,-1%,-2%,-4%,-6%,4%
COCC(C)NC(=O)c1ccc(N(C)C)cc1 (stereo unspecified),-7,-21%,-2%,0%,-1%,?
CN1C(=O)c2ccccc2OC1(C)Cc1ccccc1 (stereo unspecified),-40,0%,-5%[11.6 µM],1%,0%,3%
Cc1ccc(CN(C(=O)c2c(F)cccc2F)C2CC(C)(C)NC(C)(C)C2)o1,11,-14%,-8%,/,-9%,?
Cc1ccc(C)c(S(=O)(=O)NC(C)C(=O)NCc2ccccn2)c1 (stereo unspecified),26,-17%,32%[activator],9%,/,1%
CC(C)(C)c1cc(CCC(=O)Nc2ccncc2)cc(C(C)(C)C)c1O,-63*,/,12%,?,/,/
CN(C)S(=O)(=O)Oc1ccsc1C(=O)Nc1ccc(Cl)c(Cl)c1,68,-3%,-1%,?,-7%,2%
Cc1ccc(OCCNC(=O)c2ccc(C)cc2)cc1,123,14%,9%,14%,7%,2%
CN(C)C(=O)Oc1ccc2c(=O)c(Oc3ccccc3Br)coc2c1,-8,-9%,?,6%,-1%,-10%
Cc1ccc(/C=N\Nc2cn[nH]c(=O)c2Cl)cc1,290,-11%,2%,14%,8%,2%
Cc1cc(=O)[nH]c2c3ccccc3nn12,?,6%,-2%,8%,-15%,1%
COc1ccc(C(=O)C2CCCN(C3CSCCSC3)C2)c(OC)c1 (stereo unspecified),71,5%,-4%,-7%,1%,4%
CCC(=O)N1CCc2cc(S(=O)(=O)NC(C(=O)NCc3ccc(OC)cc3)C(C)C)ccc21 (stereo unspecified),7,-2%,/,/,/,2%
COc1ccc(S(=O)(=O)N(C)c2ccc(C(=O)NCc3ccco3)cc2)cc1OC,5,-1%,-8%,-14%,/,-10%
O=C(Cc1c(Cl)cccc1Cl)OCC(=O)N1CCc2ccccc2C1,-101*,-13%,-6%,35%[activator],-1%,1%
CN1CCN(C(=O)c2ccccc2[N+](=O)[O-])CC1,-7,13%,3%,-2%,15%,?
Cc1ccc(OCCCn2ccnc2)cc1C,-34,0%,-5%,1%,5%,-3%
CCOC(=O)N1CCc2c(sc(NCc3cccc(F)c3)c2C(=O)Nc2ccccc2OCC)C1,30,?,/,/,/,1%
COc1ccc(S(=O)(=O)Cc2ccc(C(=O)NCc3cccnc3)o2)cc1,8,35µM*,0%,-23%,-10%,-10%
CC(Oc1cccc(Cl)c1)C(=O)Nc1ccc(S(=O)(=O)N(C)C2CCN(C)CC2)cc1 (stereo unspecified),11,0%,-3%[11.6 µM],?,/,?
Cn1cc(S(=O)(=O)N2CCCC2)cc1C(=O)Nc1cccc(C(F)(F)F)c1,11,-8%,-4%,-18%,/,-2%
O=C(Nc1ccc(F)cc1)Nc1ccc2c(c1)OCO2,30,-19%,-5%,0%,/,5%
CCc1nc(N2CCCCC2)c2oc3ccccc3c2n1,-9,0%,1%,?,-7%,-1%
Cn1c(=O)c2c(nc(SC3C(=O)CC(C)(C)CC3=O)n2C)n(C)c1=O,0,-17%,0%,5%,0%,?
COc1ccc2c(Sc3ccc(Cl)cc3)c(C(=O)N3CCCCC3)[nH]c2c1,-101*,-11%,/,/,/,-2%
